CHO parental Ca: ATP-evoked calcium signal inhibitors, parental CHO, primary screen, counter-screen for OX1R antagonist project, cell-based, fluorescence, Fluo-8 calcium dye; parental CHO-K1, ATP-induced calcium, Fluo-8 fluorescence; inhibition, % at 5.6 µM; 330,000 tested, 0.63% active;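 active = inhibition above that plate's mean sample inhibition plus 3 SD, cut at about 26% in these data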;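 also: 0% = ATP-challenged DMSO wells and 100% = DMSO wells without ATP; some compounds past the cut are filed as inactive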
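Measured by: calcium-sensitive Fluo-8 fluorescence / Test system: CHO parental line / Controls: ATP-challenged DMSO wells low, unchallenged DMSO wells high / Measure: % inhibition / Compound: single nominal dose of 5.6 µM per compound / Replicates: single well per compound, no replicates / Reagent: ATP as calcium-mobilizing challenge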
OXTR potentiate: human OXTR potentiators, primary screen, fluorescence, CHO-OTR cells, Fluo-8 calcium | activation, % at 3 µM | 320,000 tested, 0.061% active | Fluo-8 calcium fluorescence, potentiator mode; 0% = oxytocin EC15, 100% = EC100 | AID 2445, 2010 | Oxytocin receptor (Homo sapiens), P30559;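 active = activation above that plate's cutoff, the mean activation of tested compounds plus 3 SD, cut at about 6.6% in these data, passing the limit was not always enough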;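 also: 100% uses oxytocin at 75 nM as the full agonist control; some results filed as inactive read as strong as hits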
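Assay system: CHO cell line stably expressing human OTR. Reagent: EC15 oxytocin agonist. Dosing: single dose, 3.0 µM nominal final compound concentration. Timing: compound 6 min at room temperature before oxytocin, 100 s read. Signal: kinetic Fluo-8 calcium fluorescence. Controls: oxytocin EC15 low and EC100 high.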
V1aR counter: agonists of human V1a receptor, primary screen, counter-screen for OXTR agonist project, fluorescence, CHO-V1R cells | Vasopressin V1a receptor (Homo sapiens), P37288 | Fluo-8 calcium fluorescence, agonist mode; 0% DMSO, 100% 3 nM vasopressin | activation, % at 3 µM | 320,000 tested, 0.25% active | AID 2797, 2010;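 active = activation above the mean activation of all tested compounds plus 3 SD, per screening run, cut at about 20% in these data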;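 also: signal is peak over basal fluorescence ratio across a 100 second FLIPR read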
Target sequence (P37288 whole entry, looked up): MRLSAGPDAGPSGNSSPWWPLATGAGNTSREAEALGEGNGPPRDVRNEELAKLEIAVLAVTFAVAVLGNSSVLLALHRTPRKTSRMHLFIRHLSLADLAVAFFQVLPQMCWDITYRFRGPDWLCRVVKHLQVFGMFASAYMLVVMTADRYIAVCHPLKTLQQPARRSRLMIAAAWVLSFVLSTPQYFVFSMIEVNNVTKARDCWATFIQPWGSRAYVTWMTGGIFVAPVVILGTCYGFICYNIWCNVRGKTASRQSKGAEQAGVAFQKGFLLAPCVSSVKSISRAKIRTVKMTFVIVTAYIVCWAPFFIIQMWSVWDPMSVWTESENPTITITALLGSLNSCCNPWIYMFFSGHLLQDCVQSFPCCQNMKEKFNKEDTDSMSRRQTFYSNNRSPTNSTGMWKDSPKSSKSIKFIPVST
CHO-K1 Ca antag: counter-screen for M1 antagonists: effect in parental CHO-K1 cells. ATP-induced calcium, Fluo-8 fluorescence. inhibition, % at 3 µM. 360,000 tested, 0.6% active;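 active = inhibition above a per-plate cutoff, the plate's mean sample inhibition plus 3 SD, cut at about 24% in these data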;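 also: 0% = DMSO plus EC80 ATP and 100% = DMSO alone without ATP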
TAAR1 agonist: human TAAR1 agonists, primary screen, Fluo-8 calcium fluorescence, CHO RD-HGA16 cells. activation, % at 3 µM. 360,000 tested, 0.99% active. AID 624467, 2012. vehicle wells 0%, saturating PEA agonist 100%. Trace amine-associated receptor 1 (Homo sapiens), Q96RJ0;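 active = activation above the mean activation of all test compounds in the run plus 3 SD, cut at about 38% in these data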
Target sequence (Q96RJ0 whole entry, looked up): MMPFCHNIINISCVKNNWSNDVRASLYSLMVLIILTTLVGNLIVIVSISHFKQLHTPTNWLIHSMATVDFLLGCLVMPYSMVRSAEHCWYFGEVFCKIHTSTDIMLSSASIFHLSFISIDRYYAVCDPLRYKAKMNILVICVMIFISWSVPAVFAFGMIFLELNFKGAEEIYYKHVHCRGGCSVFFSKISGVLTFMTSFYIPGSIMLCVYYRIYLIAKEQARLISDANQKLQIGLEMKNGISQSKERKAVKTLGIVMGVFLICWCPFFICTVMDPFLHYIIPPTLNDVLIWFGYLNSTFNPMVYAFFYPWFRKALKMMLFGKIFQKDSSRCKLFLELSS
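Signal – calcium-sensitive Fluo-8 signal, excitation 470-495, emission 515-575 nm · System – RD-HGA16 (CHO) cells co-expressing Gα16 and hTAAR1 · Incubation – 17-24 h seeding, 75 min 37 °C dye, 30 min RT · Compound dosing – 3 µM single concentration · Repeats – no replicates (n 1)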
M1 PAM parental: nonselective calcium activators in parental CHO-K1 cells, primary screen, counter-screen for M1 PAM project, cell-based, Fluo-8 calcium fluorescence, full deck, 1536-well; ATP EC20; 0% at ATP EC20, 100% at ATP max; activation, % at 3 µM; 360,000 tested, 0.02% active; AID 602247, 2012;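 active = activation above the run cutoff, the mean activation of all test compounds plus 3 SD, cut at about 40% in these data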;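 also: peak over basal fluorescence ratio in a 140 s read after ATP addition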
TAAR1 antagonist: human TAAR1 antagonists, primary screen, Fluo-8 calcium fluorescence, CHO RD-HGA16 cells; 360,000 tested, 1.5% active; antagonist; inhibition, % at 3 µM;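 active = inhibition above a per-plate cutoff, the mean inhibition of test compounds on that plate plus 3 SD, cut at about 49% in these data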;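 also: 0% = DMSO plus EC80 beta-PEA response and 100% = DMSO alone without agonist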
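System: CHO RD-HGA16 cells bearing hTAAR1. Reagent: EC80 β-phenethylamine stimulus. Schedule: seeding 17-24 h prior, 75-min 37 °C, 30-min RT dye loading. Signal: Fluo-8 intracellular calcium dye fluorescence, real-time kinetic reads. Read-out: % inhibition from peak post-agonist over basal fluorescence ratio. Benchmarks: vehicle wells and EC80 agonist wells. Replicates: n of 1.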
M1 ag parental: counter-screen for M1 agonists: effect in parental CHO-K1 cells. 360,000 tested, 0.48% active. activation, % at 3 µM. AID 602248, 2012. Fluo-8 calcium fluorescence; scaled to maximal ATP response, vehicle zero; in the data active = activation above about 15%;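 also: untransfected CHO-K1 host cells lacking M1 receptor as counterscreen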
M1 ag: human M1 muscarinic receptor agonists, primary screen, Fluo-8 calcium fluorescence, CHO-K1 cells, HTS. Muscarinic acetylcholine receptor M1 (Homo sapiens), P11229. CHO-K1 hM1, agonist mode; 0% DMSO, 100% acetylcholine EC100. activation, % at 3 µM. 360,000 tested, 0.33% active;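 active = activation above the run's mean compound activation plus 3 SD, cut at about 16% in these data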;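 also: peak over basal fluorescence ratio within a 140 s kinetic read after compound addition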
* hit, by the source's call; · = not tested or not shown.

SMILES	CHO parental Ca	OXTR potentiate	V1aR counter	CHO-K1 Ca antag	TAAR1 agonist	M1 PAM parental	TAAR1 antagonist	M1 ag parental	M1 ag
O=C(OCc1nc2ccc(Cl)cc2n1CCO)c1ccc(O)cc1	-19	-12	4.6	1	15	16	15	5.1	0
Cc1ccc(S(=O)(=O)/N=C2\C=C(Nc3ccc(O)cc3)C(=O)c3ccccc32)cc1	-27	-10	-1.7	-11	·	2	·	-1.8	-9
NC(=O)NC(=O)c1nccnc1C(=O)O	-4	-15	0.6	-10	0	0	9	0.7	-2
CCc1ccc(-c2nc(CS(=O)CC(=O)NCc3ccc4c(c3)OCO4)c(C)o2)cc1 (centres undefined)	-14	-6	2.0	1	-2	-14	-25	-1.1	-7
O=C(Cc1cccc(NC(=O)C2CCN(C(=O)CCc3ccccc3)CC2)c1)Nc1cccc(C(=O)N2CCCC2)c1	-12	-1	-0.4	-5	2	7	-5	-0.7	-6
CC(C)OC(=O)c1cc2ccccc2oc1=O	-12	-5	-0.6	-26	11	15	-12	-0.1	-9
COc1ccc(C(=O)CSc2ncnc3nc[nH]c23)cc1	-5	-2	2.2	-4	4	6	-6	2.2	2
CN(C)S(=O)(=O)c1cccc(NC(=O)c2cc3c(cc2Cl)N2CCCCCC2=NS3(=O)=O)c1	-21	-7	1.9	-14	14	21	7	1.2	-13
CC(=O)N/C(=N/c1nc(C)cc(C)n1)Nc1ccc(F)cc1F	-15	3	0.6	-10	1	14	-10	2.3	-5
Cc1ccc2c(c1)NC(=O)C(CC(=O)NCCCN1CCCCC1)O2 (centres undefined)	-1	-3	-0.1	-1	0	11	8	0.5	-12
Cc1cccc(N2CCN(C(=O)CCS(=O)(=O)c3ccc4c(c3)oc(=O)n4C)CC2)c1C	-12	-7	12	-7	0	-6	-13	1.6	-2
Cc1ccc(C(=O)N/C(=C/c2cccc([N+](=O)[O-])c2)C(=O)NCC2CCCO2)cc1 (centres undefined)	-11	-10	-1.0	0	4	13	0	0.2	-2
O=C(NCCCN1CCOCC1)c1cc(-c2ccc(F)cc2)on1	-11	-4	0.8	-9	11	6	17	1.2	-5
CCCOCn1cc(F)c(=O)[nH]c1=O	-8	-6	0.9	-13	1	16	15	0.3	-1
Cc1cc(=O)oc2cc(OCC(=O)N3CCOCC3)c(Cl)cc12	-17	0	0.2	-8	21	14	0	0.9	-5
O=[N+]([O-])c1ccc(N/N=C/c2cccs2)nc1	3	-1	-0.8	-6	3	1	11	0.7	-3
COc1ccc(N2C(=O)CC(SCCc3nc4ccccc4[nH]3)C2=O)cc1 (centres undefined)	-6	4	2.9	-13	6	-6	-15	3.0	-6
Cc1cc(C(F)F)n2ncc(C(=O)NCc3ccc(F)cc3)c2n1	-17	0	-0.9	-7	-1	-1	-33	2.9	-2
Cc1ccc(OCc2nnc(SCC(=O)NCc3ccco3)n2C)cc1	-9	-5	-0.5	-13	6	22	9	-0.2	-6
O=C(Nc1ccc(NS(=O)(=O)c2ccccc2)cc1)c1ccc(Cl)cc1	12	-4	2.8	2	8	4	-10	2.0	-4
C[C@H]1COc2cccc(N3CCC[C@H]3CO)c2S(=O)(=O)N1	·	·	·	-10	1	-5	-16	0.2	·
O=C(Cc1ccccc1)NC(=S)Nc1ccc(N2CCCCC2)cc1	-27	-7	-1.1	12	4	-10	-14	0.2	-7
Cc1ccc(C(=O)COC(=O)CCc2nc3ccccc3[nH]c2=O)cc1C	-17	3	0.3	9	11	-4	18	0.6	-4
CC1(C)CC(=O)C(CC2CCCCC2=O)C(=O)C1 (centres undefined)	1	-5	0.5	-18	13	25	-38	0.4	-4

Exported as a markdown table: entries from further up
| mol | CHO parental Ca | OXTR potentiate | V1aR counter | CHO-K1 Ca antag | TAAR1 agonist | M1 PAM parental | TAAR1 antagonist | M1 ag parental | M1 ag |
| --- | --- | --- | --- | --- | --- | --- | --- | --- | --- |
| O=C(Nc1ccc(NS(=O)(=O)c2ccccc2)cc1)c1ccc(Cl)cc1 | 12 | -4 | 2.8 | 2 | 8 | 4 | -10 | 2.0 | -4 |
| C[C@H]1COc2cccc(N3CCC[C@H]3CO)c2S(=O)(=O)N1 | · | · | · | -10 | 1 | -5 | -16 | 0.2 | · |
| O=C(Cc1ccccc1)NC(=S)Nc1ccc(N2CCCCC2)cc1 | -27 | -7 | -1.1 | 12 | 4 | -10 | -14 | 0.2 | -7 |

Next part
SMILES	CHO parental Ca	OXTR potentiate	V1aR counter	CHO-K1 Ca antag	TAAR1 agonist	M1 PAM parental	TAAR1 antagonist	M1 ag parental	M1 ag
Oc1cc2c(cc1CN1CCc3ccccc3C1)OCO2	-9	-10	0.4	-10	69*	-15	-7	0.8	-6
CC(=O)NC(C)C(=O)OCC(=O)c1ccc(-c2ccccc2)cc1 (centres undefined)	-4	-4	0.9	0	3	19	-1	1.4	0
COc1ccc(C(C)NC(=O)c2ccccc2Cl)cc1OC (centres undefined)	-7	-2	-0.1	-1	1	20	3	0.7	-3
CC(=O)Nc1ccc(S(=O)(=O)/N=C2\SCCN2S(=O)(=O)c2ccc(NC(C)=O)cc2)cc1	-3	-6	1.1	-7	5	19	-7	0.1	-6
CN(C)S(=O)(=O)c1cccc(NC(=O)c2cc(-c3cccs3)nc3ccccc23)c1	-2	-6	0.8	5	16	16	64*	7.2	-4
COc1cccc(-c2cc(C(=O)Nn3cnnc3)c3ccccc3n2)c1	-1	-8	-0.4	-14	0	-4	4	0.2	-2
O=C(NCCN1CCOCC1)c1ccc2c(c1)N(Cc1ccccc1F)C(=O)CS2	-17	-17	-0.1	-14	3	21	-9	0.5	-3
O=C(C1CCC1)N1CCc2cc(S(=O)(=O)NCCN3CCN(c4ccccc4F)CC3)ccc21	51*	-21	8.0	2	4	4	23	6.8	-1
O=C(COC(=O)c1ccccc1)c1ccc(Br)cc1	-13	-1	-0.7	-9	6	11	3	-0.2	-2
CC(=O)Oc1ccc(N(C(C)=O)S(=O)(=O)c2ccc(C)c([N+](=O)[O-])c2)cc1	-8	-5	0.8	-6	1	21	12	1.6	-8
CCOc1cc(S(=O)(=O)NC2CCCC2)ccc1Cl	-27	-20	1.9	-8	5	16	-4	1.2	-5
CCOc1ccc(NC(=O)CSc2nc3ccccc3nc2N2CCOCC2)cc1	-11	0	-0.7	-4	-1	-1	-25	-0.2	-6
COc1cc(CN2C[C@@H](CO)O[C@@H](n3cnc4c(N(C)C(C)C)ncnc43)C2)cc(OC)c1OC	·	·	·	5	2	-14	-2	0.2	-1
Cc1ccc(S(=O)(=O)CCC(=O)Nc2ccccc2C)cc1	-15	2	-1.0	-6	0	10	-16	0.5	-3
Cc1ccc(-n2c(O)c(C=Nc3ccc(S(=O)(=O)Nc4ncccn4)cc3)c3ccccc3c2=O)cc1C	-10	4	1.3	-9	1	-17	-23	0.7	-2
CCCC(=O)N(Cc1cc2cc(C)ccc2[nH]c1=O)c1ccccc1OC	-34	-31	0.2	-5	16	-7	-4	2.7	-2
CC(C)N(CC#CCC(O)(c1ccccc1)C1CCCC1)CCO (centres undefined)	-8	-1	0.1	-12	7	17	-15	0.7	-12
COc1ccc(N(C(=O)c2ccco2)S(=O)(=O)c2ccccc2)cc1	-15	-3	-0.5	-31	3	8	19	0.0	-3
O=C(/C=C/c1cccc([N+](=O)[O-])c1)c1ccc([N+](=O)[O-])o1	5	15	0.6	-10	50*	14	68*	1.1	6
CN(C)Cc1csc(NC(=O)Nc2ccccc2Cc2ccccc2)n1	·	·	·	-13	7	3	9	1.1	-7
CC(=O)Nc1ccc(CN2C(=O)C(CCc3ccccc3)ON=C2c2cnccn2)cc1 (centres undefined)	·	·	·	2	20	13	76*	6.9	3
O=C1C2CCCCC2C(=O)N1Cc1ccccc1 (centres undefined)	-20	-2	0.6	-16	3	26	4	1.1	-13
COc1ccc(S(N)(=O)=O)cc1N(C)S(=O)(=O)c1ccccc1	-6	1	1.3	-14	7	-2	11	1.1	-5
Cc1ccc(N2C(=O)[C@@H]3[C@H](C2=O)C2c4ccccc4C=NN2[C@@H]3C(=O)c2ccc(Cl)cc2)cc1 (some centres undefined)	-10	-9	6.5	2	0	13	-3	3.0	-6
Cc1cc(=O)oc2c3c(cc(OCC(=O)N[C@@H](C)C(=O)O)c12)OC(C)(C)CC3	·	·	·	8	9	-14	-13	-0.2	2
CC(=O)c1ccccc1NC(=O)c1ccc2c(c1)NC(=O)C(C)S2 (centres undefined)	-13	-5	0.7	12	9	-21	33	1.9	0
C=CCn1c(=O)c2ccccc2n2c(SCc3csc(-c4ccccc4)n3)nnc12	-2	-6	0.2	-8	3	16	-3	0.4	-2
O=C(COC(=O)c1cc2ccccc2cc1O)Nc1ccccc1F	16	-10	1.6	-12	26	4	25	3.8	-3
Cc1cc(C)c(NN=c2c(=O)c3ccccc3c2=O)c(C)c1	0	-5	0.3	11	2	-5	-3	-0.1	-11
COc1ccc(-c2cc(=O)oc3cc(OCC(=O)N4C[C@H]5C[C@@H](C4)c4cccc(=O)n4C5)ccc23)cc1	-17	2	-1.1	11	0	-11	0	-0.1	-13
COc1cccc(CN(C(=O)COc2ccccc2[N+](=O)[O-])C2CCS(=O)(=O)C2)c1 (centres undefined)	-21	-7	0.7	0	·	-3	·	-0.1	0
COc1ccccc1-n1c(C)nc2cc(C(=O)NCCN3CCOCC3)ccc21	-11	-4	12	5	4	-2	-17	-0.2	-9
O=C(c1ccc(Cn2c(=O)[nH]c3ccsc3c2=O)cc1)N1CCN(c2ccccc2)CC1	-11	-3	2.5	-13	3	18	-5	6.3	1
C[C@@H]1CN([C@H](C)CO)C(=O)c2cc(NC(=O)Nc3ccc(C(F)(F)F)cc3)ccc2O[C@H]1CN(C)S(=O)(=O)c1cccs1	3	-6	2.0	-6	4	6	9	-0.6	-10
CCCn1cc(S(=O)(=O)c2ccc(C)cc2)c(=O)c2cc(OC)c(OC)cc21	-17	1	0.3	-13	1	15	-17	0.6	-2
O=C(Nc1ccc(F)cc1F)C1CCCN1S(=O)(=O)c1cccc2nsnc12 (centres undefined)	-7	-7	-0.2	-13	0	19	-5	0.2	-1
Cc1[nH]c2ccccc2c1C(=O)COC(=O)c1c(-c2ccccc2Cl)noc1C	-8	-10	3.8	6	6	-2	36	2.7	9

Assay outcomes (PubChem BioAssay)
